# Screening data: PubChem BioAssay, The Scripps Research Institute Molecular Screening Center
# PAFAH1B2 FP inh: PAFAH1B2 (human) inhibition | 1.2% of 340,000 active | recombinant PAFAH1B2, FP-rhodamine activity probe, fluorescence polarization | AID 492953 | inhibition, % at 3.39 µM;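 active means inhibition above the mean of all tested compounds plus 3 SD, cut at about 24% in these data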;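 further: 0% = enzyme with DMSO and 100% = wells lacking PAFAH1B2; many of its hits are not listed in these tables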
# Target sequence (P68402 whole entry, looked up): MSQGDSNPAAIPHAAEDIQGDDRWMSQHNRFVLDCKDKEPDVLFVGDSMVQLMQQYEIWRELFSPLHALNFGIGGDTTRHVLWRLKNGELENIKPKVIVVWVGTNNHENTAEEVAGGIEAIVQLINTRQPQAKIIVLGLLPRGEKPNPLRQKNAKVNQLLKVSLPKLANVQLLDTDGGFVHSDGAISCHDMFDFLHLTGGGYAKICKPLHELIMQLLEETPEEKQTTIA
# PAFAH2 inh: inhibitors of human PAFAH2. Q99487. 0.99% of 340,000 active. recombinant PAFAH2, FP-rhodamine activity probe, fluorescence polarization. inhibition, % at 3.39 µM;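 active means inhibition above the mean over all tested compounds plus 3 SD, cut at about 30% in these data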;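 further: inhibitors block probe labeling of enzyme so polarization drops; 0% = enzyme with DMSO and 100% = wells lacking PAFAH2 protein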
# PAFAH1B3 inh: blocks human PAF acetylhydrolase 1B catalytic subunit 3; inhibition, % at 3.39 µM; 0.28% of 340,000 active; recombinant PAFAH1B3, FP-rhodamine probe, fluorescence polarization; AID 492972;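 active means inhibition above the screen-wide average of all tested compounds plus 3 SD, cut at about 25% in these data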;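 further: 0% = enzyme with DMSO only and 100% = wells lacking PAFAH1B3 protein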
# Target sequence (Q15102 whole entry, looked up): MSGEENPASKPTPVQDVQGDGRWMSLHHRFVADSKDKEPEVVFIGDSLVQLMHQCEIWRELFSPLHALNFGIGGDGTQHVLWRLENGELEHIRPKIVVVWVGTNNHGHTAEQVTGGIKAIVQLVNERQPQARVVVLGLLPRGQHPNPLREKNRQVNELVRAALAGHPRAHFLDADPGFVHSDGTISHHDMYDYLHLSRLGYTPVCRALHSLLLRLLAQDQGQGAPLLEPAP
# * hit, by the source's call. The list is partial; count on the stated rates, not on these rows.
SMILES,PAFAH1B2 FP inh,PAFAH2 inh,PAFAH1B3 inh
O=C(CSc1nnc(Nc2ccccc2F)s1)NCc1ccco1,-6,9,-1
CC/C(C)=C1/NC(=O)NC1=O,4,-6,6
COc1cc(CC(=O)Nc2cc(S(=O)(=O)N3CCOCC3)ccc2N2CCCC2)cc(OC)c1OC,7,-1,-3
NC(=O)c1ccsc1NC(=O)COC(=O)c1ccncc1,4,4,6
Cc1nonc1C(=O)N1CCCC(N2CCN(c3ccc(F)cc3)CC2)C1 (stereo unspecified),0,-4,-5
COC1OC(COCc2ccccc2)C(N)C(OCc2ccccc2)C1OCc1ccccc1 (stereo unspecified),2,-1,6
Cc1ccc(S(=O)(=O)N2CCN(C(=O)c3cc(S(=O)(=O)N(C)C)ccc3N3CCCC3)CC2)c(C)c1,1,1,11
COc1cc(C2c3cc4c(cc3C(O)C3COCC23)OCO4)cc(OC)c1OC (stereo unspecified),-3,1,7
Oc1ccccc1C=NN=C1c2ccccc2-c2ccccc21,-1,-5,3
CC(C)[C@H](NC(=O)OCc1ccccc1)C(=O)OCC(=O)N1CCCCC1,-3,6,0
Cc1ccc(/C(O)=C2\C(=O)C(=O)N(C)C2c2ccc(F)cc2)cc1 (stereo unspecified),1,6,1
O=S(=O)(c1cccc(Br)c1)N1CCN(c2ncnc3scc(-c4ccccc4)c23)CC1,3,-6,5
COC(=O)c1ccc(COC(=O)C(NC(=O)Cc2ccccc2)C(C)C)cc1 (stereo unspecified),8,9,2
COc1ccc(C(=O)N2CCCc3ccccc32)cc1OC,1,-4,13
O=[N+]([O-])c1csc2ccccc12,2,-4,2
CN(C)S(=O)(=O)c1ccc(Cl)c(NC(=O)CSc2nnnn2-c2ccc(O)cc2)c1,-6,2,-1
COc1cccc(CC(NC(C)=O)C(=O)NC2CCN(C(=O)C3CCCCC3)CC2)c1OC (stereo unspecified),-2,15,1
Cc1nc2ccc(C(=O)OCC(=O)N(C)c3ccccc3)cc2nc1C,0,1,2
CCC1CN(C(=O)NCc2ccccc2)c2cc(Cl)ccc2O1 (stereo unspecified),6,-3,10
CCC(C)C(CO)NCCCn1cnc(C(=O)Nc2ccc(C)c(C)c2)n1 (stereo unspecified),1,-10,7
COc1cc(C(=O)NC23CC4CC(CC(C4)C2)C3)cc(OC)c1OC,12,-4,8
CCCc1nc2sc3ccccc3c(=O)c2c(=O)n1Cc1ccccc1,0,3,4
CCC(C)c1ccccc1NC(=O)COc1ccc(-c2nnco2)cc1 (stereo unspecified),-2,1,9
COc1cc([N+](=O)[O-])cc(/C=N/NC(=O)c2ccc(NC(=O)c3ccc(C)cc3)cc2)c1O,3,-5,19
COc1ccc(C(=O)N/C(=C\c2ccccc2)C(=O)Nc2ccc(C(=O)O)cc2)cc1,10,-1,9

# (listing goes on)
SMILES,PAFAH1B2 FP inh,PAFAH2 inh,PAFAH1B3 inh
C/C(=N\Nc1ccccc1)c1cccc(N)c1,-2,-1,21
CCNc1nc2c(cnn2C)c(=O)[nH]1,3,6,0
COc1ccc(CCc2ccc3ccccc3n2)cc1,3,5,5
COc1ccc(CCN2CC(C(=O)NCCc3cccnc3)CCC2=O)cc1 (stereo unspecified),-3,9,5
CCCCCn1c(SCC(=O)c2ccccc2)nc2cc(C(=O)NCc3ccco3)ccc2c1=O,0,-4,-5
CCC1CCC(N2CCN(c3ccc([N+](=O)[O-])cc3)CC2)CC1 (stereo unspecified),2,-1,13
CCN1/C(=C/c2ccc3ccccc3[n+]2CCCS(=O)(=O)[O-])C=Cc2cc(C)ccc21,-3,-9,-1
CCOc1ccc(NC(=O)OCCN2CCN(CCc3ccccc3)C(C)C2)cc1 (stereo unspecified),0,-1,2
FC(F)(F)c1ccc(Cl)c(-n2c(-c3ccco3)n[nH]c2=S)c1,4,-5,-1
CC(C)(C)S(=O)(=O)N1Cc2cc(CO)cc(CCO)c2[C@@H]1CCO,-2,4,13
O=C(OCC(=O)N1CCOCC1)C(c1ccccc1)c1ccccc1,4,6,1
O=C(NCc1ccon1)C1CCC(=O)N(CCc2cccc(F)c2)C1 (stereo unspecified),-3,4,4
O=C(c1ccc(S(=O)(=O)N2CCCC2)cc1)N1CCN(S(=O)(=O)c2cccc(F)c2)CC1,1,8,4
CN(C)c1ccc(N=Nc2ccc3ncccc3c2)cc1,3,-3,16
Cc1cc(C)c(S(=O)(=O)N2CCN(C(=O)c3ccc(-n4nc(C)c(Cl)c4C)cc3)CC2)c(C)c1,1,5,-4
Cc1nc(NC(=O)c2c(-c3ccccc3)noc2C)sc1C(=O)N(C)C,3,1,3
C#CCOCCOCCOCCNc1nc(N2CCN(C(=O)[C@H](CCCCN)n3cc(CN)nn3)CC2)nc(N2CCN(C(=O)[C@H](CCCCN)n3cc([C@@H](N)CC(N)=O)nn3)CC2)n1,6,6,-2
COc1cc(/C=N/Nc2nc(C)nc3c2cnn3-c2ccccc2)ccc1O,28*,9,5
CCn1cc([N+](=O)[O-])c(C(=O)N2CCCC2)n1,3,1,2
O=C(CN1CCN(c2ccccc2O)CC1)Nc1ccc(S(=O)(=O)N2CCCCCC2)cc1,1,0,-6
O=C(Nc1nncs1)c1ccc(F)c(S(=O)(=O)N2CCCCC2)c1,3,-1,8
Nc1cc2c(cc1Cl)-c1ccccc1C2,23,8,13
COC(=O)[C@@]12CCCCN1[C@H](c1ccc(-c3ccc(Cl)c(Cl)c3)c(OC)c1)[C@@H]1C(=O)N(C)C(=O)[C@@H]12,2,-4,3
CCOC(=O)c1c(NC(=O)N/N=C/c2ccccc2OCC)sc(C(C)=O)c1C,-5,-3,-4
O=C(NCCSSCCNC(=O)c1ccccc1)c1ccccc1,8,0,16

# Two entries picked at random from those above, as already listed:
SMILES,PAFAH1B2 FP inh,PAFAH2 inh,PAFAH1B3 inh
Nc1cc2c(cc1Cl)-c1ccccc1C2,23,8,13
O=C(CN1CCN(c2ccccc2O)CC1)Nc1ccc(S(=O)(=O)N2CCCCCC2)cc1,1,0,-6

# New compounds follow.
SMILES,PAFAH1B2 FP inh,PAFAH2 inh,PAFAH1B3 inh
OCCCNc1ncnc2scc(-c3ccc(Cl)cc3)c12,9,-6,-1
O=c1ccc(S(=O)(=O)N2CCCC2)cn1Cc1nc(-c2ccc(F)cc2)no1,4,0,2
COc1ccc(C(CNC(=O)C(C)(C)Oc2ccc(Cl)cc2)N2CCOCC2)cc1 (stereo unspecified),4,6,2
CN(CC(=O)Nc1ccc(F)cc1)C(=O)c1ccccc1Sc1ccccc1C#N,0,2,3
Cc1sc2nc(SCc3nc(-c4ccccc4)no3)n(-c3ccccc3)c(=O)c2c1C,5,-8,2
Cc1c([N+](=O)[O-])c(C/C=N/O)nn1C,7,8,12
COc1ccc(CNS(=O)(=O)c2ccc(F)cc2Br)cc1,7,17,11
COC(=O)CCC(=O)N1CCc2cc(S(=O)(=O)N3CCN(c4ccccc4Cl)CC3)ccc21,-5,0,5
Cc1ccc(CNC(=O)Nc2ccc(F)cc2F)n1C,4,11,7
Clc1ccc(CNc2ncnc3[nH]ncc23)cc1Cl,8,3,14
COc1ccc(C(CNC(=O)c2ccc(NS(=O)(=O)c3ccccc3)cc2)N2CCOCC2)cc1 (stereo unspecified),0,-2,-5
N#CC1(Nc2ccc(-c3ccc(Cl)cc3)cc2)CCCC1,1,2,-1
O=C(CSc1ncnc2scc(-c3ccc(Cl)cc3)c12)NCc1ccc2c(c1)OCO2,-1,-12,3
O=C(COc1ccc2cc(Br)ccc2c1Br)N1CCOCC1,9,-2,8
Cc1ccc(C)c(SCC(=O)Nc2cc(S(=O)(=O)N3CCOCC3)ccc2C)c1,-5,0,1
COCCN(C(=O)c1ccc(-c2ccc([N+](=O)[O-])cc2)o1)c1c(N)n(CC(C)C)c(=O)[nH]c1=O,3,-3,3
c1ccc(CNCCCNCCCCNCCCNCc2ccccc2)cc1,3,5,2
CCOC(=O)C1=C(COC(=O)/C=C/c2ccc(OC)cc2)NC(=O)NC1C (stereo unspecified),5,0,-3
Cc1sc2c(c1C)c(=O)n(-c1ccc(F)cc1)c(=O)n2CC(=O)NCc1ccco1,0,-2,6
CN(C)CCCN1C(=O)C(O)=C(C(=O)c2cc3ccccc3o2)C1c1ccccn1 (stereo unspecified),2,-4,5
Cc1c2c(nc3ccccc13)OCC2,7,-1,16
O=C(O)c1cccc2c1Cc1cc([N+](=O)[O-])ccc1-2,8,8,2
c1ccc(CCc2ccccn2)cc1,1,-2,-4
CN(C)CCNc1ccc2nnn3c4ccc(O)cc4c(=O)c1c23,6,10,6
CC(=O)C1CCC2C3CC=C4CC(SC(=N)N)CCC4(C)C3CCC12C (stereo unspecified),-2,-4,2

# Results in PAFAH1B3 inh and PAFAH2 inh (3 entries from above):
molecule	PAFAH1B3 inh	PAFAH2 inh
O=C(c1ccc(S(=O)(=O)N2CCCC2)cc1)N1CCN(S(=O)(=O)c2cccc(F)c2)CC1	4	8
COc1ccc(CNS(=O)(=O)c2ccc(F)cc2Br)cc1	11	17
Cc1ccc(S(=O)(=O)N2CCN(C(=O)c3cc(S(=O)(=O)N(C)C)ccc3N3CCCC3)CC2)c(C)c1	11	1

# New compounds follow.
SMILES,PAFAH1B2 FP inh,PAFAH2 inh,PAFAH1B3 inh
CN(C)CCNC(=O)c1cc2c(s1)-c1ccc(Cl)cc1SC2,-1,0,9
O=C(/C=C/c1ccc(Cl)cc1)Nc1nccs1,5,-1,-1
C#CCNS(=O)(=O)c1ccc(F)cc1Br,1,0,3
COc1ccc(Cn2nnnc2C(c2ccccc2)N2CCN(C3CCCC3)CC2)cc1 (stereo unspecified),-2,3,-4
CN(C(=O)c1cccc(NC(=O)Cc2ccc(NC(=O)C3CCN(C(=O)C4CCCCC4)CC3)cc2)c1)C1CCCC1,1,-5,12
COc1ccc(NC(=O)COc2cccc3c2OC(C)(C)C3)c(OC)c1,1,-2,10
COc1ccc(S(=O)(=O)N(CC(=O)N2CCN(C)CC2)c2ccc(C)cc2)cc1Br,6,4,8
CC(=O)NC1CCCC(NC(C)=O)C1 (stereo unspecified),2,6,6
CCOc1cc(S(=O)(=O)NCCCN2CCOCC2)c(C)cc1C,2,1,-1
COc1ccccc1CNS(=O)(=O)CCNCc1ccco1,4,6,2
CCn1nc(CC(=O)Nc2nnc(CC(=O)N3CCCCC3)s2)c2ccccc2c1=O,5,1,2
O=C1NC(=S)NC1=Cc1ccccc1O,4,2,-2
Cc1ccc(C23CC4CC(CC(C(=O)NN)(C4)C2)C3)cc1,-6,-4,11
CC(C)C[C@@H](CNCC(=O)[C@H](CC(C)C)NC(=O)c1[nH]cnc1C(=O)N[C@@H](C)CN)NC(=O)c1nc[nH]c1C(=O)N[C@@H](CC(=O)O)C(=O)O,10,-6,9
Nc1ccccc1Nc1cc(-c2ccccc2)[nH]n1,4,5,16
COc1cc(/C=C2/C(=O)N(c3ccc(Br)cc3)N=C2C)cc(OC)c1OC,0,8,0
Cc1nc(C)n(C(C)CNC(=O)c2ccco2)n1 (stereo unspecified),-3,3,-1
C/C(=N\NC(=O)CCC(=O)NCc1ccccc1)c1ccco1,1,-3,11
Cc1[nH]c(=O)[nH]c(=O)c1S(=O)(=O)Nc1ccc(F)c([N+](=O)[O-])c1,5,10,6
CNc1snc(C)c1C(=O)OC(C)C(=O)NCc1ccccc1 (stereo unspecified),3,-1,2
Nc1ccccc1-c1n[nH]c(=S)s1,2,-2,-3
CC(=O)N(C)c1ccc(N=Nc2ccc3ncccc3c2)cc1,3,3,6
CC1CCCC(NC(=O)CN2CCN(S(=O)(=O)c3ccc(Br)s3)CC2)C1C (stereo unspecified),16,6,5
Cc1nnc(SCC(=O)Nc2cc(S(=O)(=O)N3CCOCC3)ccc2N2CCCC2)s1,-1,-7,-3
CCN(CC)S(=O)(=O)c1cccc(NC(=O)CN2C(=O)NC3(CCC(C)CC3)C2=O)c1 (stereo unspecified),6,-1,5

# Later entries:
SMILES,PAFAH1B2 FP inh,PAFAH2 inh,PAFAH1B3 inh
C=CCN(C(C(=O)OC)C(C)C)S(=O)(=O)CCNCc1ccccc1 (stereo unspecified),4,8,-2
COc1ccc(S(=O)(=O)N2CCN(C(=O)[C@@H]3CCCN3C(=O)c3cccs3)CC2)cc1,11,3,-7
COc1ccccc1C(=O)n1nc(-c2cccnc2)nc1NCc1ccccc1,1,-4,5
CC(CCc1ccccn1)C(=O)c1ccccc1 (stereo unspecified),3,2,-1
CC(C)CCOc1cccc(C2c3c(oc4ccccc4c3=O)C(=O)N2CCCN2CCOCC2)c1 (stereo unspecified),4,2,3
Cc1ccc(-c2nnn(CC(=O)N(CC(=O)NC3CCCCC3)c3ccccc3F)n2)o1,3,-7,1
c1ccc(CCCCc2ccncc2)cc1,16,0,2
CSCCC(NC(=O)c1ccccc1Br)C(=O)NNC(=O)C1COc2ccccc2O1 (stereo unspecified),4,-8,7
Cc1ccc(S(=O)(=O)Nc2ccccc2)cc1[N+](=O)[O-],8,5,3
CC(C)c1ccc(NC(=O)Cn2ncc3ccccc32)cc1,6,-1,7
Cc1cccc(NC(=O)CNC(=O)CSc2nc(N)cc(N)n2)c1C,4,5,3
Cc1ccc(NC2CCCN(C(=O)CCC(=O)c3ccccc3)C2)cc1C (stereo unspecified),2,6,7
CCOc1ccc(S(=O)(=O)N2CCOCC2)cc1NC(=O)CSCC(=O)Nc1ccc(OC)cc1,-2,4,6

# Single records (already shown). Values in the order: PAFAH1B2 FP inh	PAFAH2 inh	PAFAH1B3 inh
# Profile of O=C(Nc1nncs1)c1ccc(F)c(S(=O)(=O)N2CCCCC2)c1 → 3	-1	8
# Profile of COc1ccc(CNS(=O)(=O)c2ccc(F)cc2Br)cc1 → 7	17	11

# Marked active in PAFAH1B2 FP inh (from the list above):
SMILES,PAFAH1B2 FP inh,PAFAH2 inh,PAFAH1B3 inh
COc1cc(/C=N/Nc2nc(C)nc3c2cnn3-c2ccccc2)ccc1O,28*,9,5
